Source: PubChem (several laboratories)
CF NFkB block: inhibitors of PAF-induced NF-kB signaling, primary screen, cell-based, GFP fluorescence, uHTS; KKLEB NF-kB-GFP reporter, GFP fluorescence overnight; inhibition, % at 5 µM; 360,000 compounds, 0.86% hits;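 active = at least 50% inhibition at 5 µM, scaled per plate between neutral and stimulator controls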;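 also: PAF is a Pseudomonas aeruginosa culture filtrate used as stimulus; plate controls were PAF-stimulated DMSO wells for no effect and unstimulated DMSO wells for full effect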
NR2F2 inh: NR2F2 transcriptional activity inhibitors, primary screen, cell-based, luciferase reporter, HEK293T, luminescence; HEK293T NGFI-A luciferase reporter; 370,000 compounds, 0.7% hits; COUP transcription factor 2 (Homo sapiens), P24468; inhibition, % at 8.6 µM;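 active = inhibition above a per-plate cutoff, mean inhibition of test wells between control levels plus 3 SD, cut at about 38% in these data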;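 also: cells cotransfected with COUP-TFII expression vector driving the NGFI-A reporter; 0% = median of COUP-TF2 test wells and 100% = reporter-only cells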
TROY signal inh: inhibitors of TROY-driven NF-kB signaling, primary screen, Q293 LMP1-TROYcd cells, NF-kB luciferase, uHTS; Q293 LMP1-TROYcd NF-kB luciferase reporter, 4 h; inhibition, % at 10 µM; 360,000 compounds, 0.98% hits; AID 1347056, 2019;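 active = compounds whose plate-normalised and pattern-corrected inhibition of the luciferase reporter signal at the single screening dose is 50% or more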
C8 TRAIL sens: viability loss with TRAIL in NB7+C8 cells, primary screen, TRAIL sensitizer project, cell-based, ATPlite luminescence. AID 624354, 2012. 360,000 compounds, 1% hits. inhibition (viability loss, TRAIL sensitization), % at 10 µM;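 active = compounds causing at least 50% loss of cell viability in the single-dose screen, relative to plate controls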
NR5A2 inv ag: LRH-1 (NR5A2) inverse agonists, primary screen, cell-based, luminescence, HEK293T, StAR-luciferase reporter. Nuclear receptor subfamily 5 group A member 2 (Homo sapiens), O00482. LRH-1 transfected, 24 h. inhibition, % at 3.6 µM. 360,000 compounds, 0.13% hits;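 active = inhibition above the mean inhibition of all tested compounds plus 3 SD, cut at about 73% in these data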;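 also: 0% = DMSO wells and 100% = reporter-only cells lacking LRH-1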
NCOA1 inh: SRC1 coactivator transcriptional activity inhibitors, primary screen, cell-based, luminescence; Nuclear receptor coactivator 1 (Homo sapiens), Q15788; HEK293 GAL4-SRC1 luciferase reporter; inhibition, % at 3.6 µM; 360,000 compounds, 0.12% hits;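 active = inhibition above the campaign mean plus 3 SD, with each screening campaign given its own cutoff, cut at about 60% in these data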;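 also: 0% = DMSO treated cells and 100% = gossypol at 36 µM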
EBV LMP1 NFkB: EBV LMP1-driven NF-kappaB luciferase reporter inhibitors, primary screen, cell-based, luminescence, single point | AID 504558, 2011 | inhibition, % at 12.5 µM | 350,000 compounds, 0.69% hits | LMP1-induced NF-kappaB luciferase reporter cells; in the data active = inhibition above about 41%;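 also: 0% = neutral control wells and 100% = reference inhibitor control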
TWEAK Fn14 block: inhibitors of TWEAK-Fn14 signaling, primary screen, luciferase reporter cells, uHTS | inhibition, % at 10 µM | TWEAK-stimulated Fn14 reporter cells, luciferase luminescence, 8 h | 360,000 compounds, 2% hits; in the data active = inhibition above about 50%
Shn3 3UTR inh: reduction of Shn3 3'UTR firefly luciferase signal, primary screen, Schnurri-3 inhibitor project, cell-based, Clone20 osteoblasts, set 2. Clone20 osteoblast Shn3 3'UTR firefly luciferase, 24 h. inhibition, % at 12.5 µM. 360,000 compounds, 0.52% hits. AID 588674, 2011;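 active = mean inhibition of at least 75% with every replicate also reaching 75%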;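 also: 0% = median of neutral control wells and 100% = pilot-screen positive control compound; some compounds past the cut are filed as inactive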
SRC3 inh: SRC3 coactivator transcriptional activity inhibitors, primary screen, cell-based, luminescence | HEK293 GAL4-SRC3 luciferase reporter | inhibition, % at 3.6 µM | 360,000 compounds, 0.17% hits | AID 588352, 2011;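 active = inhibition above a per-campaign cutoff, the mean of all compounds plus 3 SD, cut at about 60% in these data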;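 also: 0% = DMSO-treated cells and 100% = gossypol-treated cells at 36 µM; higher means less SRC3-driven luciferase light from the GAL4 reporter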
Target sequence (Q9Y6Q9 whole entry, looked up, the tested form may be a part): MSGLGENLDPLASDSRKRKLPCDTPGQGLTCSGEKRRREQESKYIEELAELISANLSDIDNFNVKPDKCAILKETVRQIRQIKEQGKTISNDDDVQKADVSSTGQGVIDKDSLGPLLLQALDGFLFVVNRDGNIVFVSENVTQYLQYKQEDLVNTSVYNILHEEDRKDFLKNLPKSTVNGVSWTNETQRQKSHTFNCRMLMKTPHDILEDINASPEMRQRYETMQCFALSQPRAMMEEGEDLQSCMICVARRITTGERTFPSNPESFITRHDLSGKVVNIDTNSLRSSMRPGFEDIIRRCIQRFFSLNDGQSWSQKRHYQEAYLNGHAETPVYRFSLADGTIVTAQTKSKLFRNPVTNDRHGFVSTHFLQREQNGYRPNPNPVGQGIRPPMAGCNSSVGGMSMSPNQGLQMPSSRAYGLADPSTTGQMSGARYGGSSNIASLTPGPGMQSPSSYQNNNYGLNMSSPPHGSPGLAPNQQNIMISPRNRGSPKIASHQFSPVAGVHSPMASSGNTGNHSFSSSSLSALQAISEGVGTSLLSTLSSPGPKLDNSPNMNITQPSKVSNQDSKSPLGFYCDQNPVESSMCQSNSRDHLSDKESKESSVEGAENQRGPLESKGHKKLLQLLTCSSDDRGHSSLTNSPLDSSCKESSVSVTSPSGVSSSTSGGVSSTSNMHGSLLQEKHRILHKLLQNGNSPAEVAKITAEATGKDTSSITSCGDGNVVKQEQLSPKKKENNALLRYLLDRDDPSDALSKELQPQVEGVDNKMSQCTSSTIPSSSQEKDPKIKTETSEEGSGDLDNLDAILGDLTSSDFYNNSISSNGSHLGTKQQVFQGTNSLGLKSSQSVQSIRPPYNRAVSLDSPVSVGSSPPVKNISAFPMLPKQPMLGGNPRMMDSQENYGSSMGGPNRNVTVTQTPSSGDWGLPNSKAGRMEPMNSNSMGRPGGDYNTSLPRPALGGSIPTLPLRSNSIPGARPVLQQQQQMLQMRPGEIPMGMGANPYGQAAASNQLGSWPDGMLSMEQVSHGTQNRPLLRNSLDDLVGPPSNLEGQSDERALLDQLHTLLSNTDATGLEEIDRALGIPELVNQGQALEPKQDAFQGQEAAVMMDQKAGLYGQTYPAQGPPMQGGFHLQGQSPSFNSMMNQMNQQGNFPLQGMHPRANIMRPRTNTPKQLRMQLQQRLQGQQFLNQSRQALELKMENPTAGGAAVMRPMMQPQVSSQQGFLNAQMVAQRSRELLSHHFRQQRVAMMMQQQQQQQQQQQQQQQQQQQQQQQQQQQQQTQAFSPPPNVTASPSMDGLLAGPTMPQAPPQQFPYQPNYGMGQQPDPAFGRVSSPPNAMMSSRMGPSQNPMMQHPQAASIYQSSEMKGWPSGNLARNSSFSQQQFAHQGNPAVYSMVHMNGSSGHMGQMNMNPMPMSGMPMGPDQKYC
KKLEB tox: cytotoxicity in KKLEB CF airway cells, primary screen, cytotoxicity control for CF NF-kB inhibitor project, cell-based, uHTS, fluorescence assay plates. activity change (cytotoxicity), % at 5 µM. KKLEB CF airway cells viability, ATPlite luminescence, overnight; active compounds read low; cells stimulated with P. aeruginosa culture filtrate. AID 602141, 2011. 360,000 compounds, 0.36% hits;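 active = corrected activity change at or below -50% at 5 µM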
Active calls of the source: *; / = no result given. A portion of the library; rates above refer to the full screens.

compound	CF NFkB block	NR2F2 inh	TROY signal inh	C8 TRAIL sens	NR5A2 inv ag	NCOA1 inh	EBV LMP1 NFkB	TWEAK Fn14 block	Shn3 3UTR inh	SRC3 inh	KKLEB tox
Cc1cccn2c(=O)c3cc(S(=O)(=O)c4ccc(Br)cc4)c(=N)n(C4CCCC4)c3nc12	17	-8	-4	22	-5	-1	10	-25	16	12	-18
Cc1ccc(NC(=O)CCN2CCN(CCO)CC2)cc1Br	3	2	-13	-2	19	-12	2	3	-19	-19	16
O=c1c2ccccc2[nH]c(=S)n1CCN1CCN(Cc2ccccc2)CC1	8	-15	12	-3	12	-2	-24	-5	-3	-11	2
O=C(CN1CCOCC1)NCC12CC3CC(CC(C3)C1)C2	4	-2	24	10	-4	-4	0	14	9	4	-4
CN(CC(=O)Nc1ccc(F)c(F)c1F)C(=O)c1nn(Cc2ccccc2)c(=O)c2ccccc12	-18	-11	-17	3	-1	3	13	-3	-2	14	0
O=C(CN(Cc1ccco1)C(=O)c1ccc(Cl)cc1)Nc1c(Cl)cc(Cl)cc1Cl	8	4	4	-1	-5	6	6	-2	30	0	-7
NS(=O)(=O)c1ccc(NC(=O)COC(=O)c2ccc([N+](=O)[O-])s2)cc1	2	5	19	8	16	-2	-6	-14	-2	15	-8
COC(=O)c1sc2nc3c(cc2c1N)COC(C)(C)C3	10	-25	-66	21	-61	-82	-18	-11	-29	-62	2
CC(=O)c1cccc(NC(=O)NCc2cccnc2)c1	17	/	-8	-8	-15	3	-1	12	-1	5	-6
Cc1cc(C(=O)N/N=C/c2ccc([N+](=O)[O-])s2)c2ccccc2n1	-26	-6	24	26	36	-10	-10	-5	-21	7	7

Next section; the last 2 above are carried over.
compound	CF NFkB block	NR2F2 inh	TROY signal inh	C8 TRAIL sens	NR5A2 inv ag	NCOA1 inh	EBV LMP1 NFkB	TWEAK Fn14 block	Shn3 3UTR inh	SRC3 inh	KKLEB tox
CC(=O)c1cccc(NC(=O)NCc2cccnc2)c1	17	/	-8	-8	-15	3	-1	12	-1	5	-6
Cc1cc(C(=O)N/N=C/c2ccc([N+](=O)[O-])s2)c2ccccc2n1	-26	-6	24	26	36	-10	-10	-5	-21	7	7
O=C(CSc1nnc(-c2cccs2)n1-c1ccccc1)NCc1ccc2c(c1)OCO2	-4	9	5	20	-9	-2	-13	5	33	19	-3
COC(=O)c1c(NC(=O)CC2SC(N)=NC2=O)sc2c1CCC(C)C2 (stereo not drawn)	12	8	-3	-2	12	3	2	-26	10	9	-6
CC(C)(O)[C@H](O)COc1c2occc2cc2ccc(=O)oc12	10	-6	-11	8	-38	-4	1	3	-7	-5	-3
Nc1ncnc2nc(SCC(=O)Nc3cccc(C(F)(F)F)c3)[nH]c12	6	1	3	3	-14	3	-3	-11	17	8	0
Nc1ccc(C(=O)N2CCCC2)cc1CS(=O)(=O)c1ccc(Cl)cc1	-6	12	-16	3	0	-12	-7	8	-9	-12	4
Cc1cc(C)n(-c2nc3sc4c(c3c3nnc(SCC(N)=O)n23)CC(C)(C)OC4)n1	7	-1	2	4	13	-5	0	-34	-7	15	4
O=C(O)c1cc(-c2ccccc2)nc(-c2ccccc2)c1	-3	2	-5	3	14	0	6	13	6	11	-5
COc1cc2c(cc1NC(=O)C(C)N1CCN(S(=O)(=O)c3ccc(C)c(C)c3)CC1)oc1ccccc12 (stereo not drawn)	-12	-6	-8	-21	13	2	-6	5	-5	1	5
COc1ccc2c(c1)CCCC21NC(=O)NC1=O (stereo not drawn)	8	-3	6	1	6	-4	-3	-1	6	13	1
Cn1c(SCC(=O)NCc2ccc3c(c2)OCO3)nnc1-c1cc2ccccc2cc1O	13	-2	7	-2	4	6	-31	5	-4	10	22
CCCCCCN1CCN(C2CN(Cc3cn(Cc4ccc(F)cc4)nn3)S(=O)(=O)C2)CC1 (stereo not drawn)	/	-3	1	22	-1	/	/	8	/	/	/
O=C(NN=C1CCCC1)c1cc(O)cc(O)c1	2	-10	-1	-16	0	-19	-3	4	6	-17	2

Taken from above for reference:
compound	CF NFkB block	NR2F2 inh	TROY signal inh	C8 TRAIL sens	NR5A2 inv ag	NCOA1 inh	EBV LMP1 NFkB	TWEAK Fn14 block	Shn3 3UTR inh	SRC3 inh	KKLEB tox
CCCCCCN1CCN(C2CN(Cc3cn(Cc4ccc(F)cc4)nn3)S(=O)(=O)C2)CC1 (stereo not drawn)	/	-3	1	22	-1	/	/	8	/	/	/
O=C(NN=C1CCCC1)c1cc(O)cc(O)c1	2	-10	-1	-16	0	-19	-3	4	6	-17	2

A few values from the entries so far.
KKLEB tox result of Cc1cc(C)n(-c2nc3sc4c(c3c3nnc(SCC(N)=O)n23)CC(C)(C)OC4)n1 : 4
C8 TRAIL sens result of COc1ccc2c(c1)CCCC21NC(=O)NC1=O (stereo not drawn) : 1
TROY signal inh result of O=C(O)c1cc(-c2ccccc2)nc(-c2ccccc2)c1 : -5
Shn3 3UTR inh result of O=C(CSc1nnc(-c2cccs2)n1-c1ccccc1)NCc1ccc2c(c1)OCO2 : 33
NR5A2 inv ag result of Nc1ccc(C(=O)N2CCCC2)cc1CS(=O)(=O)c1ccc(Cl)cc1 : 0
NR5A2 inv ag result of COc1cc2c(cc1NC(=O)C(C)N1CCN(S(=O)(=O)c3ccc(C)c(C)c3)CC1)oc1ccccc12 (stereo not drawn) : 13
TWEAK Fn14 block result of CCCCCCN1CCN(C2CN(Cc3cn(Cc4ccc(F)cc4)nn3)S(=O)(=O)C2)CC1 (stereo not drawn) : 8
